# KinaseGlo FLuc: blocks Kinase-Glo luciferase, a counter-screen artifact; Q27757; Kinase-Glo luciferase, ATP luminescence, 8 min; Potency, µM (top dose mostly 38.3 µM), inactives show top-dose activity change, negative = inhibition, actives largely listed as inhibitors; 200,000 tested, 0.28% active; note: potency is the fitted concentration of half-maximal effect; % is set by controls: 0 for no effect and ±100 for the full control effect; nearly all actives have a fitted effect of over 60% in size
#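 Compounds were added to a substrate mix at pH 7.2 (50 mM imidazole, 10 uM ATP, within the enzyme's linear range), followed by Kinase-Glo detection reagent; luminescence was measured after 8 minutes at ambient temperature.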
# HTT cytoprotect: cytoprotection in Huntington HTT-Q103 PC12 cell model. PC12 HTT-Q103 induced, cytoprotection, ATP luminescence, 40 h. Potency, µM (titrated, usually from 56.4 µM), for inactives: cytoprotection (ATP increase), hits mostly activators. 230,000 tested, 0.14% active. AID 1471;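 note: potency is the fitted concentration of half-maximal effect; % of control where 0% means no effect; nearly all actives have a fitted effect of over 45% in size; toxic huntingtin expression switched on by the ecdysone agonist tebufenozide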
#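 Quantitative HTS on tebufenozide-induced (100 nM) PC12 cells expressing HTTQ103 exon 1–GFP; compounds tested as a concentration series; survival measured via cellular ATP.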
# SMN2 splice up: SMN2 splice variant enhancement. Potency, µM (titrated, usually from 46.1 µM), for the others: top-dose activity change, positive = activation, usual class: activators. HEK293 SMN2-luciferase splicing reporter, luminescence, 30-36 h. 210,000 tested, 2.8% active; note: potency is the fitted concentration of half-maximal effect; % of control where 0% means no effect; nearly all actives have a fitted effect of over 55% in size
#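 HEK293 cells carry an SMN2 […]–luciferase reporter in which exon 7 inclusion puts luciferase in frame. Cells were plated 10-12 h before compound addition, then incubated 30-36 h at 37C. ONE-Glo luminescence was read; sodium butyrate at 4.5 mM final served as control.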
# HTT aggregate: mutant huntingtin aggregation inhibition. PC12 HttQ103-GFP aggregates, Acumen cytometry, 40 h. AID 1688. 220,000 tested, 1.1% active. Potency, µM (series often up to 46.1 µM), without a hit: at the top dose activity change, negative = inhibition, usual class: inhibitors; note: potency is the fitted concentration of half-maximal effect; % is set by controls: 0 for no effect and ±100 for the full control effect; nearly all actives have a fitted effect of over 60% in size
#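 PC12/HTTQ103-GFP, ecdysone-inducible; teb 100 nM; cpd qHTS titration; GFP aggregates read on laser cytometer, Ex 488/Em 500-530 nm.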
# IMPase Li cell: membrane-permeable IMPase blocker, potentiated with lithium. AID 1457. Potency, µM (highest dose often 59.4 µM), without a hit: at the highest dose activity, negative = IMPase inhibition, most hits filed as inhibitors. 210,000 tested, 0.35% active. CHO-M1 cells, IP1 TR-FRET (IP-One), carbachol + lithium;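 note: IP1 builds up when IMPase is blocked and the TR-FRET signal falls; potency is the fitted concentration of half-maximal effect; plate controls were basal vehicle for no effect and high inhibitor control for full effect; nearly all actives have a fitted effect of over 50% in size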
#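 Concentration–response in CHO-M1 cells, lithium-potentiated; 30 min at 37C. IP1 detected by competitive TR-FRET after 10 min lysis at RT. Hill-fitted AC50.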
# LMNA splice mod: modulators of lamin A splicing; HeLa LMNA splicing GFP/RFP minigene ratio, 48 h; Potency, µM (top dose mostly 46.1 µM), for the others: at the highest dose ratio change, negative = inhibition, most hits filed as inhibitors; 200,000 tested, 0.01% active; AID 1487; active = well fitted inhibition curve with a large enough effect in the signal ratio, with a control signal flat, not every such curve was filed as active; inconclusive = small, poorly fitted or top-dose-only effect, or effect the other way, or a change in a side signal; the % refers to the signal ratio; note: potency is the fitted concentration of half-maximal effect; % is set by controls: 0 for no effect and ±100 for the full control effect
#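 Read-out is the ratio of GFP to DsRed2 object intensity, acquired by 488 nm laser-scanning cytometry on HeLa lamin A-EGFP minigene reporter cells. Compound incubation 48 hrs at 37 °C in Opti-MEM with 2% FBS; DMSO 0.5% final.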
# CBFb-RUNX1 inh: CBF-beta/RUNX1 interaction disruption; Q01196+Q13951; AlphaScreen CBFb-His/RUNX1-biotin binding, biochemical; Potency, µM (series often up to 59.8 µM), for inactives: top-dose activity, negative = inhibition, actives largely listed as inhibitors; 230,000 tested, under 10 active; AID 1477; note: % of control where 0% means no effect
# Target sequence (Q01196 whole entry, looked up): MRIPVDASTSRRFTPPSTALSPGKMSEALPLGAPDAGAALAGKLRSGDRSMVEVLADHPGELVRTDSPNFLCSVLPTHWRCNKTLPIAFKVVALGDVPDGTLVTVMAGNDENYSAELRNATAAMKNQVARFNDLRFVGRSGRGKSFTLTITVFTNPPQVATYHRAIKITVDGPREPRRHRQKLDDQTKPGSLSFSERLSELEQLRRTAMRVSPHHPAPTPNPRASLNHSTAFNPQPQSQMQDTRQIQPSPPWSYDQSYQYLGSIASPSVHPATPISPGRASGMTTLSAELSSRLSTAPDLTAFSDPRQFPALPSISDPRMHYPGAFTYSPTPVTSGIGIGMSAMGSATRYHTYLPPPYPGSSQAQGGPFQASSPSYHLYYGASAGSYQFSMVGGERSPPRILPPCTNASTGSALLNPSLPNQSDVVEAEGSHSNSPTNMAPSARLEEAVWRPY
# Target sequence (Q13951 whole entry, looked up): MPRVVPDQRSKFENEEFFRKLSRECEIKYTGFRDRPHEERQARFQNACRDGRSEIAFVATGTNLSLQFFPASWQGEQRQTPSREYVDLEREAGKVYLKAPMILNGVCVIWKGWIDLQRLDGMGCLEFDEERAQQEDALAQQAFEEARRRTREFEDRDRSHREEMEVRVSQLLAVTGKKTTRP
#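 Room-temperature protein-protein interaction test with 30 nM each of His-tagged CBF-beta and biotinylated RUNX1, 15 min with compound, then 90 min with nickel plus streptavidin beads. Signal read in AlphaScreen mode.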
# * = called active by the depositor; ? = inconclusive; . = no result given; [ ] = another dose, or the depositor's remark. Unless noted, calls come from the whole dose curve; as a rule, active = well fitted curve in the direction sought with a large enough effect; inconclusive = small, poorly fitted or top-dose-only effect, or another doubt; inactive = no such curve, though single readings can be large; an effect the other way counts as inactive or inconclusive. The order is random; 4% or so of the library scored in one or more.
SMILES,KinaseGlo FLuc,HTT cytoprotect,SMN2 splice up,HTT aggregate,IMPase Li cell,LMNA splice mod,CBFb-RUNX1 inh
Cc1noc(C)c1S(=O)(=O)N1CCCC(C(=O)Nc2nccs2)C1 (configuration not stated),1%,-9%,-69%[inhibitor],-29%,17%[38.3 µM],-11%,-16%
O=C(N/N=C/c1cc(Br)cs1)c1ccc2c(c1)OCCO2,.,-47%[inhibitor][10 µM],.,0%[9.22 µM],.,.,-2%
O=c1oc2ccccc2nc1/C=C(O)/C=C\c1ccccc1,-1%,-1%[10 µM],5%,?,0%[38.3 µM],?,-10%
COc1ccc(/C(C)=N/NC(=O)Cn2nc([N+](=O)[O-])cc2C)cc1,.,-3%[10 µM],.,-10%[9.22 µM],.,.,-3%
Cc1cc(O)c(C2(C(F)(F)F)NCCNC2=O)cc1C (configuration not stated),-3%,-4%[1.9 µM],-7%,22%,17%[38.3 µM],11%,4%
O=C1CN(C(=O)CCCc2c[nH]c3ccccc23)c2ccccc2N1,2%,-10%,-15%,-6%,8%[38.3 µM],5%,0%
Cc1cc(C)c2c(=O)n(CC(=O)Nc3ccc(Br)c(C)c3)sc2n1,.,39%[10 µM],.,21%[9.22 µM],.,.,3%
Cc1ccc(C(=O)CC2C(=O)N(c3ccccc3)C(=S)N2c2ccccc2)cc1 (configuration not stated),4%,19%[1.9 µM],-13%,-4%,4%,-14%,-5%
COc1ccc(NS(=O)(=O)c2cc(C(=O)N3CCN(C(C)=O)CC3)ccc2Cl)cc1,5%,-9%,2%,-3%,4%,5%[46 µM],-2%
Cc1cc(N2CCCCC2)nc(N2CCOCC2)n1,-6%,7%,3%,1%,-9%[38.3 µM],1%,6%
Cc1csc(=O)n1CCC(=O)O,0%,-8%[10 µM],0%,-10%,-1%[38.3 µM],16%,5%
O=C(CSCc1cnn(-c2ccccc2)c1-n1cccc1)NCC1CCCO1 (configuration not stated),-2%,-25%,-16%,-9%,2%[38.3 µM],3%,-5%
CN1CCN(C(=O)/C=C\C(=O)O)CC1,1%,-11%[10 µM],-1%,20%,-2%,-7%,6%
NC(=O)[C@H]1CC2(CC(c3cccc(NC(=O)[C@H]4CCC(=O)N4)c3)=NO2)CN1C(=O)CC(c1ccccc1)c1ccccc1 (some centres not stated),.,-9%[10 µM],.,19%[9.22 µM],.,.,10%
CCn1cnc2c(cnn2-c2ccccc2)c1=O,-5%,-12%,-24%,-17%,-9%[38.3 µM],?,1%
O/N=C/CCn1c(=S)sc2ccccc21,-2%,-12%,2%,-7%,12%[38.3 µM],-2%,3%
Cc1ccc(-n2nnnc2SCC(=O)N2CCc3ccccc3C2)c(C)c1,0%,5%[10 µM],-24%,-18%,28%[38.3 µM],?,8%
N#Cc1c(-c2cccc(F)c2)cc(-c2ccccc2)nc1Br,-5%,-27%,-11%,-1%,?,7%,11%
COc1cc(CNCCN2CCOCC2)ccc1OCc1ccc(Cl)cc1,-3%,-19%,?,11%,34%[38.3 µM],6%,0%
CC(Sc1nc(-c2ccccc2)cc(=O)[nH]1)C(=O)O (configuration not stated),3%,7%,-23%,-3%,29%[38.3 µM],-4%,5%
COc1ccccc1CNC(=O)c1cccs1,-2%,-9%,-7%,3%,-20%[38.3 µM],2%,1%
O=C(O)CC1(CC(=O)Nc2cc(C(F)(F)F)cc(C(F)(F)F)c2)CCCCC1,.,-10%[10 µM],.,-12%[9.22 µM],.,.,9%
CC(=O)Oc1ccc(C(=O)[C@H]2[C@H]3C(=O)N(c4ccc5ccccc5c4)C(=O)[C@H]3[C@@H]3C=CC=NN32)cc1,1%,-8%[10 µM],-18%,17%,3%,-15%,?
COc1ccc(/C=N/NC(=O)c2ccccc2O)cc1COc1ccccn1,.,17%[10 µM],.,7%[9.22 µM],.,.,1%
CCCn1c2ccccc2c2nnc(SC(CC)C(=O)Nc3sc4c(c3C#N)CCCC4)nc21 (configuration not stated),17%,-1%,-10%,-3%,20%[38.3 µM],-6%,12%

# Brought forward from above: two compounds, followed by the next part.
SMILES,KinaseGlo FLuc,HTT cytoprotect,SMN2 splice up,HTT aggregate,IMPase Li cell,LMNA splice mod,CBFb-RUNX1 inh
COc1ccc(/C=N/NC(=O)c2ccccc2O)cc1COc1ccccn1,.,17%[10 µM],.,7%[9.22 µM],.,.,1%
CCCn1c2ccccc2c2nnc(SC(CC)C(=O)Nc3sc4c(c3C#N)CCCC4)nc21 (configuration not stated),17%,-1%,-10%,-3%,20%[38.3 µM],-6%,12%
CCN(CC)CCOC(=O)c1c(C)n(C)c2ccc(OC)cc12,-4%,-19%,-13%,-9%,1%[38.3 µM],-5%,0%
COc1ccc(-c2nc3c(c4c2C[C@H](c2ccccc2)OC4)CN(C(=O)N[C@@H](C)c2ccccc2)CC3)c(C)c1,-1%[7.66 µM],9%[10 µM],3%[9.22 µM],.,3%,-3%[9.22 µM],-4%[13.1 µM]
COc1ccc(C(=O)N/N=C/c2ccc(OC(=O)c3cccc4ccccc34)c([N+](=O)[O-])c2)cc1,2%,23%[10 µM],0%,11%,5%,1%,?
CSc1nc(Oc2ccc3ccccc3c2)c2sccc2n1,4%,-31%[10 µM],-19%,?,11%[38.3 µM],?,?
CC(C)(C)Nc1oc(-c2ccccc2)nc1-c1ccc(C(F)(F)F)cc1,-2%,.,9%,.,6%,.,-3%
CC(C)(C)NC(=O)c1ccc2c(c1)N(CC(=O)N1CCN(c3ccc(F)cc3)CC1)C(=O)C(C)(C)O2,.,-21%[10 µM],.,3%,.,11%,-1%
Cc1nc2scc(-c3cccs3)c2c(=O)n1CC(=O)O,-1%,6%,8%,-3%,5%[38.3 µM],0%,2%
CC(=O)Nc1ccc(Sc2ccccc2C(=O)Nc2ccc(F)cc2)cn1,-2%,-5%[10 µM],-8%,4%,-5%,2%[9.22 µM],-8%
CCOC(=O)C1C(=O)CC(C)(O)C(C(=O)OCC)C1c1cccc(OC(F)(F)C(F)F)c1 (configuration not stated),-1%,-8%,-7%,-8%[9.22 µM],11%[38.3 µM],21%,6%
Cc1ccc(NC(=O)c2nc[nH]c2C(=O)Nc2ccc(C)cc2)cc1,-3%,-21%,5%,16%,-7%[38.3 µM],3%,2%
Cc1ccc(C2CC(=O)Oc3ccc(C(C)(C)C)cc32)cc1 (configuration not stated),1%[39.9 µM],28µM*,.,.,31%[activator],.,4%[89.1 µM]
CCc1c2c(nc3ccc(OC)cc13)OC(CC)C2 (configuration not stated),-3%,-10%,-19%,.,-3%,.,11%
COC(=O)Cc1c(C)c2cc(Cl)c(OC(=O)c3ccco3)cc2oc1=O,-4%,-1%,-17%,6%,?,11%,5%
C=COCCNC(=S)Nc1cccc(Cl)c1,-7%,.,-6%,.,10%,1%[46 µM],7%
O=C(CCNC(=O)c1ccccc1Cl)OCC(=O)c1ccccc1,1%,14%,5%,-16%,-1%,25%[46 µM],3%
COc1ccccc1N/C=C(\C#N)c1nc2ccccc2[nH]1,-9%,-7%[10 µM],.,-13%[9.22 µM],-6%,?,2%
CC(C)CNc1nc(=S)nc(N(C)C)[nH]1,-2%,-14%,29%,6%,-3%[38.3 µM],12%,-1%
CCOC(=O)C1CCN(Cc2nc(-c3ccc(OC)c(OC)c3)no2)CC1,5%,-5%,?,-5%,21%[38.3 µM],10%,-2%
CCOC(=O)C1=C(c2ccccc2)OC(N)=C(C#N)C1c1cccs1 (configuration not stated),-2%,-3%,0%,0%,8%[38.3 µM],-7%,4%
CCOC(=O)c1sc(=S)n(-c2ccccc2)c1SC,0%,0%,-3%,-10%,20%[38.3 µM],4%,-1%
COc1ccc(-n2c(=O)c3ccccc3n(CC(=O)NC3CCCCC3)c2=O)cc1OC,1%,-11%,-58%[inhibitor],7%,-8%,-6%[46 µM],0%
COC(=O)C1CCC(C)(C(=O)Nc2ccccc2)C1(C)C (configuration not stated),-1%,-1%,-5%,12%,-7%[38.3 µM],1%,2%
CC(C)CNC(=S)N1CCC(NC(=O)C23CC4CC(CC(C4)C2)C3)CC1,-3%,-8%[10 µM],-32%[inhibitor],-11%,-6%,-8%,6%
CCOC(=O)c1sc(=S)n(C)c1NC(=O)c1ccccc1C,0%,-4%[10 µM],27%,14%,-3%,8%,-1%
CCOc1ccc(NC(=O)Nc2nnc(CC(=O)NCc3ccccc3)s2)cc1,3%,-5%[10 µM],9%,7%[9.22 µM],1%,.,-2%
O=C(CNS(=O)(=O)c1ccc2ccccc2c1)OCc1nnc(-c2ccccc2)o1,0%,24%,11%,30%,8%[38.3 µM],8%,7%

# Filtered by structure: the compounds so far with two or more sulfur atoms (7)
SMILES,KinaseGlo FLuc,HTT cytoprotect,SMN2 splice up,HTT aggregate,IMPase Li cell,LMNA splice mod,CBFb-RUNX1 inh
Cc1noc(C)c1S(=O)(=O)N1CCCC(C(=O)Nc2nccs2)C1 (configuration not stated),1%,-9%,-69%[inhibitor],-29%,17%[38.3 µM],-11%,-16%
O/N=C/CCn1c(=S)sc2ccccc21,-2%,-12%,2%,-7%,12%[38.3 µM],-2%,3%
CCCn1c2ccccc2c2nnc(SC(CC)C(=O)Nc3sc4c(c3C#N)CCCC4)nc21 (configuration not stated),17%,-1%,-10%,-3%,20%[38.3 µM],-6%,12%
CSc1nc(Oc2ccc3ccccc3c2)c2sccc2n1,4%,-31%[10 µM],-19%,?,11%[38.3 µM],?,?
Cc1nc2scc(-c3cccs3)c2c(=O)n1CC(=O)O,-1%,6%,8%,-3%,5%[38.3 µM],0%,2%
CCOC(=O)c1sc(=S)n(-c2ccccc2)c1SC,0%,0%,-3%,-10%,20%[38.3 µM],4%,-1%
CCOC(=O)c1sc(=S)n(C)c1NC(=O)c1ccccc1C,0%,-4%[10 µM],27%,14%,-3%,8%,-1%

# Compound activity from PubChem.
